TcdB inh = TcdB glycohydrolase inhibition; TcdB glycohydrolase enzymatic assay, plate reader; inhibition, % at 9.99 µM; hit rate 0.24% among 350,000; AID 652162; in the data active = inhibition above about 10%
* = called active by the depositor; & = joins results of further samples. A portion of the library; rates above refer to the full screens.

| molecule | TcdB inh |
| --- | --- |
| COCC#Cc1cnc2c(c1)C(=O)N([C@@H](C)CO)C[C@@H](C)[C@@H](CN(C)C(=O)Cc1cccnc1)O2 | -5.0 |
| CO[C@@H]1CN(C)C(=O)c2cc(NC(C)=O)ccc2OC[C@@H](C)N(C(=O)CC2CC2)C[C@H]1C | 0.1 |
| C[C@@H]1CCCCO[C@H](CN(C)Cc2ccc(C(F)(F)F)cc2)[C@H](C)CN([C@H](C)CO)C(=O)c2cc(NS(=O)(=O)c3cn(C)cn3)ccc2O1 | -0.9 |
| Cc1noc(C)c1NC(=O)N(C)C[C@H]1Oc2ncc(C#CCC(C)C)cc2C(=O)N([C@H](C)CO)C[C@@H]1C | 0.2 |
| CO[C@H]1CN(C)C(=O)c2ccc(NC(=O)C3CC3)cc2OC[C@@H](C)N(C(=O)Cc2ccccn2)C[C@@H]1C | 0.2 |
| CC(C)NC(=O)N(C)C[C@H]1Oc2ccc(NC(=O)Nc3ccc4c(c3)OCO4)cc2C(=O)N([C@@H](C)CO)C[C@@H]1C | 0.9 |
| C[C@H](CO)N1C[C@H](C)[C@@H](CN(C)Cc2ccccc2)Oc2ncc(Br)cc2C1=O | 0.6 |
| O=C(C1=C[C@H](C2CC2)C[C@H](OCCCCO)O1)N1CCCC1 | 0.4 |
| COc1cccc(S(=O)(=O)N(C)C[C@@H]2Oc3ncc(C#Cc4ccc(C(F)(F)F)cc4)cc3C(=O)N([C@H](C)CO)C[C@@H]2C)c1 | 1.3 |
| C[C@@H]1CN([C@@H](C)CO)C(=O)c2cc(-c3cccc(C#N)c3)cnc2O[C@@H]1CN(C)C(=O)C1CCC1 | 0.7 |
| C[C@@H]1CN([C@H](C)CO)C(=O)c2cc(NS(=O)(=O)c3ccc(F)cc3)ccc2O[C@H]1CN(C)C(=O)Nc1ccccc1 | -0.8 |
| C[C@@H]1CN([C@@H](C)CO)C(=O)CCCn2cc(nn2)CO[C@@H]1CN(C)CC1CCCCC1 | -0.4 |
| CO[C@H]1CN(C)C(=O)c2ccc(NC(=O)c3ccccc3)cc2OC[C@H](C)N(C(=O)C2CC2)C[C@@H]1C | 1.1 |
| C[C@@H]1CN([C@@H](C)CO)C(=O)c2cc(NS(C)(=O)=O)ccc2O[C@@H]1CN(C)Cc1ccc(-c2ccccc2)cc1 | 0.9 |
| C[C@H]1CN([C@@H](C)CO)C(=O)c2cc(NC(=O)Nc3cccc4ccccc34)ccc2O[C@H]1CN(C)S(C)(=O)=O | 0.6 |
| O=C(N[C@H]1CC[C@@H](CCn2cc(C3CC3)nn2)O[C@H]1CO)c1cccnc1 | -0.9 |
| C[C@@H](O)C#Cc1ccc([C@H]2[C@H]3CN(C(=O)c4ccncc4)CCCCN3[C@H]2CO)cc1 | -0.3 |
| O=C(Nc1ccccc1)[C@H]1[C@H](CO)[C@H]2Cn3c(cccc3=O)[C@H]2N1C(=O)C1CC1 | -0.1 |
| O=C(C[C@H]1C[C@@H]2c3cc(NC(=O)c4ccc5c(c4)OCO5)ccc3O[C@@H]2[C@@H](CO)O1)NCc1cc(F)ccc1F | 0.0 |
| N#Cc1ccc(-c2ccc3c(c2)[C@H]2[C@H](CCN2C(=O)c2ccccc2F)[C@@H](CO)N3)cc1 | 0.4 |
| C[C@@H]1CCCCO[C@H](CN(C)C(=O)C2CCCCC2)[C@@H](C)CN([C@H](C)CO)C(=O)c2cc(NC(=O)c3ccncc3)ccc2O1 | 0.0 |
| O=C(C[C@@H]1C[C@@H]2c3cc(NC(=O)C4CCC4)ccc3O[C@@H]2[C@@H](CO)O1)NCc1ccc(-c2ccccc2)cc1 | -1.7 |
| C[C@H]1CCCCO[C@H](CN(C)C(=O)Nc2cccc3ccccc23)[C@@H](C)CN([C@@H](C)CO)C(=O)c2cc(NC(=O)C3CCCCC3)ccc2O1 | 0.7 |
| O=C1CN(S(=O)(=O)Cc2ccccc2)C[C@H]2[C@H](c3ccc(C#CCC4CCCC4)cc3)[C@@H](CO)N12 | -1.0 |
| O=C(C[C@H]1C[C@@H]2c3cc(NC(=O)Nc4ccc(C(F)(F)F)cc4)ccc3O[C@@H]2[C@@H](CO)O1)NCCc1ccccc1 | -0.5 |

(continued)
| molecule | TcdB inh |
| --- | --- |
| C[C@H](CO)N1C[C@H](C)[C@H](CN(C)C(=O)Nc2ccc3c(c2)OCO3)Oc2cc(C#Cc3ccncc3)ccc2S1(=O)=O | 1.0 |
| COc1ccccc1C#Cc1ccc2c(c1)O[C@H](CN(C)Cc1cncnc1)[C@H](C)CN([C@H](C)CO)S2(=O)=O | -1.3 |
| C[C@@H]1CN([C@@H](C)CO)C(=O)CCCn2cc(nn2)CO[C@@H]1CN(C)Cc1ccc2c(c1)OCO2 | -2.3 |
| COCC#Cc1ccc([C@H]2[C@@H](CO)N3CCCCN(Cc4cncnc4)C[C@H]23)cc1 | 0.4 |
| O=C(c1cccc(F)c1)N1CC(=O)N2[C@H](C1)[C@@H](c1ccc(-c3cccnc3)cc1)[C@@H]2CO | 1.0 |
| CO[C@H]1CN(C)C(=O)c2cc(NC(=O)c3cc(C)on3)ccc2OC[C@H](C)N(C(=O)C2CC2)C[C@H]1C | 0.6 |
| COC(=O)N(C)C[C@H]1OCc2ccccc2-c2ccccc2C(=O)N([C@@H](C)CO)C[C@H]1C | 0.8 |
| Cc1ccc(S(=O)(=O)N(C)C[C@H]2OCCCC[C@H](C)Oc3ccc(NC(=O)NC(C)C)cc3C(=O)N([C@@H](C)CO)C[C@@H]2C)cc1 | 2.4 |
| Cc1noc(C)c1S(=O)(=O)Nc1ccc2c(c1)C(=O)N([C@H](C)CO)C[C@H](C)[C@@H](CN(C)C(=O)NC1CCCCC1)OCCCC[C@@H](C)O2 | 0.9 |
| CN1C(=O)c2cc(NC(=O)Cc3ccccc3)ccc2OC[C@@H]2O[C@@H](CC(=O)O)CC[C@@H]21 | -0.3 |
| Cc1noc(C)c1S(=O)(=O)Nc1ccc2c(c1)C(=O)N([C@H](C)CO)C[C@H](C)[C@H](CN(C)Cc1ccccc1)OCCCC[C@H](C)O2 | 0.0 |
| COc1ccc(NC(=O)N2C[C@@H](O)COC[C@H]3O[C@H](CC(=O)NCc4ccncn4)CC[C@@H]32)cc1 | 1.0 |
| COc1ccc(NC(=O)N(C)C[C@@H]2OCCCC[C@@H](C)Oc3ccc(NC(=O)C4CCCCC4)cc3C(=O)N([C@@H](C)CO)C[C@H]2C)cc1 | -0.8 |
| C[C@@H]1CN([C@H](C)CO)C(=O)Cc2cc(NS(=O)(=O)c3ccc(Cl)cc3)ccc2O[C@H]1CN(C)C(=O)Nc1cccc2ccccc12 | 0.3 |
| COc1ccccc1C#Cc1ccc([C@H]2[C@@H](CO)N3CCCCN(C(=O)C4CC4)C[C@H]23)cc1 | -0.8 |
| C[C@@H]1CN([C@@H](C)CO)C(=O)c2cccc(NC(=O)Nc3ccc4c(c3)OCO4)c2O[C@@H]1CN(C)S(=O)(=O)c1ccc(Cl)cc1 | -0.5 |
| COc1ccc(CNC(=O)C[C@H]2C[C@@H]3c4cc(NS(C)(=O)=O)ccc4O[C@@H]3[C@H](CO)O2)cc1 | -1.1 |
| COCCCNC(=O)[C@@]1(Cc2ccccc2N=[N+]=[N-])N=C(c2ccc(OCCCO)cc2)O[C@H]1c1ccccc1 | -0.8 |
| C[C@@H]1CCCCO[C@H](CN(C)C(=O)CCCN(C)C)[C@H](C)CN([C@@H](C)CO)C(=O)c2cc(NC(=O)Nc3ccc(F)cc3)ccc2O1 | -4.0 |
| CCC(=O)N1CC2(CN(Cc3ccc(F)cc3)C2)c2c(n(C)c3cc(OC)ccc23)[C@@H]1CO | 1.8 |
| O=C(C[C@@H]1CC[C@@H](NC(=O)NC2CCCCC2)[C@H](CO)O1)NCc1ccccc1 | -0.7 |
| C[C@@H]1CCCCO[C@@H](CN(C)C(=O)Nc2ccc3c(c2)OCO3)[C@H](C)CN([C@@H](C)CO)C(=O)c2cc(NS(=O)(=O)c3cccs3)ccc2O1 | -1.0 |
| CC(=O)N1[C@H](CN(C)S(=O)(=O)c2ccccc2)[C@H](c2ccccc2)[C@@H]1CO | 0.8 |
| CO[C@@H]1CN(C)C(=O)c2cc(NC(=O)C3CC3)ccc2OC[C@@H](C)N(Cc2cc(F)ccc2F)C[C@@H]1C | 0.6 |
| O=C(C[C@@H]1CC[C@@H]2[C@H](COC[C@@H](O)CN2C(=O)Nc2ccc(C(F)(F)F)cc2)O1)NCCc1ccncc1 | -2.6 |

Of the compounds above, these have a Cl atom:
| molecule | TcdB inh |
| --- | --- |
| C[C@@H]1CN([C@H](C)CO)C(=O)Cc2cc(NS(=O)(=O)c3ccc(Cl)cc3)ccc2O[C@H]1CN(C)C(=O)Nc1cccc2ccccc12 | 0.3 |
| C[C@@H]1CN([C@@H](C)CO)C(=O)c2cccc(NC(=O)Nc3ccc4c(c3)OCO4)c2O[C@@H]1CN(C)S(=O)(=O)c1ccc(Cl)cc1 | -0.5 |

An excerpt from above in order of length of the SMILES, highest first.
| molecule | TcdB inh |
| --- | --- |
| C[C@@H]1CCCCO[C@@H](CN(C)C(=O)Nc2ccc3c(c2)OCO3)[C@H](C)CN([C@@H](C)CO)C(=O)c2cc(NS(=O)(=O)c3cccs3)ccc2O1 | -1.0 |
| C[C@@H]1CN([C@@H](C)CO)C(=O)c2cccc(NC(=O)Nc3ccc4c(c3)OCO4)c2O[C@@H]1CN(C)S(=O)(=O)c1ccc(Cl)cc1 | -0.5 |
| COc1ccc(NC(=O)N2C[C@@H](O)COC[C@H]3O[C@H](CC(=O)NCc4ccncn4)CC[C@@H]32)cc1 | 1.0 |
| O=C(c1cccc(F)c1)N1CC(=O)N2[C@H](C1)[C@@H](c1ccc(-c3cccnc3)cc1)[C@@H]2CO | 1.0 |

More results follow:
| molecule | TcdB inh |
| --- | --- |
| O=C(NCC[C@@H]1CC[C@H](NC(=O)C2CCCCC2)[C@H](CO)O1)c1cnccn1 | -1.1 |
| C[C@@H]1CN([C@@H](C)CO)C(=O)c2cccc(NC(=O)Nc3ccc4c(c3)OCO4)c2O[C@H]1CN(C)S(=O)(=O)c1cccs1 | -3.5 |
| C[C@@H]1CN([C@@H](C)CO)C(=O)c2cc(NC(=O)CCCN(C)C)ccc2O[C@@H]1CN(C)C(=O)NC1CCCCC1 | 0.7 |
| O=C(c1ccc(F)cc1)N1CC(=O)N2[C@H](CO)[C@@H](c3ccc(-c4ccccc4)cc3)[C@H]2C1 | -0.9 |
| COc1ccc(NC(=O)Nc2ccc3c(c2)CC(=O)N([C@@H](C)CO)C[C@@H](C)[C@H](CN(C)S(=O)(=O)c2cn(C)cn2)O3)cc1 | 0.2 |
| CO[C@@H]1CN(C)C(=O)c2cc(NC(=O)c3ccccc3F)ccc2OC[C@@H](C)NC[C@@H]1C | -0.9 |
| O=C(C1CCC1)N1C[C@@H]2N[C@H](C1)C2c1ccc(-c2ccccc2F)cc1 (stereo not given in full) | 0.1&-8.3 |
| COc1ccc2c3c(n(C)c2c1)[C@H](CO)N(C(=O)c1ccncc1)CC31CN(C)C1 | 0.4 |
| CO[C@H]1CN(C)C(=O)c2ccc(NS(=O)(=O)c3ccc(C)cc3)cc2OC[C@@H](C)NC[C@H]1C | -2.0 |
| O=C(N[C@@H](Cc1ccccc1)Cn1cc(CN2C(=O)COC[C@H]2c2ccccc2)nn1)c1ccccc1 | -0.7 |
| C[C@@H]1CN([C@H](C)CO)C(=O)c2cc(C#Cc3ccccc3F)cnc2O[C@@H]1CN(C)C(=O)C1CC1 | 0.7 |
| C[C@H]1CCCCO[C@@H](CN(C)Cc2ccncc2)[C@@H](C)CN([C@@H](C)CO)C(=O)c2cc(NC(=O)CCC(F)(F)F)ccc2O1 | -0.7 |
| Cc1noc(C)c1S(=O)(=O)Nc1ccc2c(c1)CC(=O)N([C@H](C)CO)C[C@H](C)[C@@H](CN(C)S(=O)(=O)c1cccs1)O2 | 0.5 |
| C[C@@H]1CCCCO[C@@H](CN(C)C(=O)Cc2ccccc2)[C@H](C)CN([C@@H](C)CO)C(=O)c2cc(NS(=O)(=O)c3cn(C)cn3)ccc2O1 | 0.3 |
| C[C@H]1CN([C@@H](C)CO)C(=O)c2c(c3ccccc3n2C)-c2ccccc2CO[C@@H]1CN(C)S(=O)(=O)c1cccc(C#N)c1 | -1.4 |
| CNC[C@H]1Oc2ccc(NC(=O)Nc3ccc4c(c3)OCO4)cc2CC(=O)N([C@H](C)CO)C[C@H]1C | -0.6 |
| O=S(=O)(c1ccc(F)cc1)N1C[C@@H]2[C@H](c3ccccc31)[C@@H](CO)N2Cc1ccc2c(c1)OCO2 | 3.2 |
| C[C@@H]1CCCCO[C@H](CN(C)CC2CC2)[C@H](C)CN([C@H](C)CO)C(=O)c2cc(NC(=O)C3CCCCC3)ccc2O1 | -3.8 |
| Cc1ccc(S(=O)(=O)Nc2ccc3c(c2)C(=O)N([C@@H](C)CO)C[C@@H](C)[C@@H](CN(C)C)OCCCC[C@H](C)O3)cc1 | 0.7 |
| CCCNC(=O)Nc1ccc2c(c1)OC[C@@H](C)N(Cc1ccccc1)C[C@@H](C)[C@H](OC)CN(C)C2=O | 1.0 |
| O=C(c1ccncc1)N1CCCCN2[C@H](CO)[C@@H](c3ccc(C#Cc4ccccn4)cc3)[C@@H]2C1 | -1.4 |
| CO[C@@H]1CN(C)C(=O)c2ccc(NC(=O)NC(C)C)cc2OC[C@H](C)N(C(=O)NC(C)C)C[C@H]1C | -2.5 |
| O=C(N[C@H]1C=C[C@H](CC(=O)N2CCc3ccccc3C2)O[C@@H]1CO)C1CC1 | -3.0 |
| CO[C@H]1CN(C)C(=O)c2cc(NC(=O)C3CC3)ccc2OC[C@@H](C)N(C(=O)c2cnccn2)C[C@H]1C | 0.0 |
| CNC[C@H]1Oc2ccc(NS(=O)(=O)c3ccc(C)cc3)cc2C(=O)N([C@@H](C)CO)C[C@H]1C | -0.4 |

More structures.
| molecule | TcdB inh |
| --- | --- |
| C[C@@H]1CN([C@H](C)CO)C(=O)Cc2cc(NC(=O)Nc3ccc(C(F)(F)F)cc3)ccc2O[C@H]1CN(C)C | 0.2 |
| CNC[C@@H]1Oc2ncc(-c3cccc(F)c3)cc2C(=O)N([C@H](C)CO)C[C@@H]1C | 0.1&0.8 |
| C[C@H](CO)N1C[C@H](C)[C@H](CN(C)C)Oc2ccc(NC(=O)c3ccncc3)cc2C1=O | 3.3 |
| CN1C(=O)c2cc(NC(=O)NCc3ccccc3)ccc2OC[C@H]2O[C@@H](CC(=O)O)CC[C@@H]21 | -1.2 |
| CO[C@H]1CN(C)C(=O)c2ccc(NC(=O)C3CCC3)cc2OC[C@H](C)N(C)C[C@H]1C | 1.0 |

Assay outcomes as filed in PubChem BioAssay.
